Source: PubChem
ZTA counter: ZTA (EBV) inhibition in EBNA-1 counter-screen; P03206; ZTA-DNA binding, fluorescence polarization; inhibition, % at 11 µM; 320,000 compounds, 0.15% hits; AID 2234; in the data active = inhibition above about 33%
Target sequence (P03206 whole entry, looked up): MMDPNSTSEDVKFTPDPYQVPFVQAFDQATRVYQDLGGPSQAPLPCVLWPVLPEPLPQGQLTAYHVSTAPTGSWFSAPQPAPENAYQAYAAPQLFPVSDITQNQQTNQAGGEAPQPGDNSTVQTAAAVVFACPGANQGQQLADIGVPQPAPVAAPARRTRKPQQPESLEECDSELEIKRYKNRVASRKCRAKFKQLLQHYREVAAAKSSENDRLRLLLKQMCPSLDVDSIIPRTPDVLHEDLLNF
GSTO1 counter: counter-screen for RBBP9 inhibitors: inhibitors of human GSTO1; 300,000 compounds, 1.1% hits; inhibition, % at 5.96 µM; AID 1974; recombinant GSTO1, activity-based probe fluorescence polarization;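 active = inhibition above the campaign mean inhibition plus 3 SD, cut at about 35% in these data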;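 note: 0% = GSTO1-1 with DMSO and 100% = wells lacking GSTO1-1 enzyme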
Target sequence (P78417 whole entry, looked up): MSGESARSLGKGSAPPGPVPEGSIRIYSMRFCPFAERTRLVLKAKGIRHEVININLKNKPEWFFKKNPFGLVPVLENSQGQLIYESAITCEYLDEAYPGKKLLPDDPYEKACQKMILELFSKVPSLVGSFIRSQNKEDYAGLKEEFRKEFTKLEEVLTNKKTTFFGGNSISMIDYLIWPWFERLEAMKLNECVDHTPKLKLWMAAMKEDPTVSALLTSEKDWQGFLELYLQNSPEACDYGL
PAFAH2 inh: PAFAH2 (human) inhibition. Q99487. recombinant PAFAH2, FP-rhodamine activity probe, fluorescence polarization. inhibition, % at 3.39 µM. 340,000 compounds, 0.99% hits;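 active = inhibition above the mean over all tested compounds plus 3 SD, cut at about 30% in these data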;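 note: inhibitors block probe labeling of enzyme so polarization drops; 0% = enzyme with DMSO and 100% = wells lacking PAFAH2 protein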
PAFAH1B3 FP inh: PAFAH1B3 (human) inhibition; inhibition, % at 3.39 µM; 340,000 compounds, 0.28% hits; recombinant PAFAH1B3, FP-rhodamine probe, fluorescence polarization; Q15102;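 active = inhibition above the screen-wide average of all tested compounds plus 3 SD, cut at about 25% in these data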;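 note: 0% = enzyme with DMSO only and 100% = wells lacking PAFAH1B3 protein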
LYPLA1 inh: LYPLA1 (human) inhibition in PME1 counter-screen | O75608 | recombinant LYPLA1, FP-Rh probe fluorescence polarization | inhibition, % at 5.9 µM | 320,000 compounds, 0.16% hits;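 active = inhibition above the mean of all tested compounds plus 3 SD, set per campaign, cut at about 14% in these data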;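 note: inhibitors block serine hydrolase probe labeling of LYPLA1 so polarization falls; 0% = enzyme with DMSO and 100% = wells lacking LYPLA1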
Target sequence (O75608 whole entry, looked up): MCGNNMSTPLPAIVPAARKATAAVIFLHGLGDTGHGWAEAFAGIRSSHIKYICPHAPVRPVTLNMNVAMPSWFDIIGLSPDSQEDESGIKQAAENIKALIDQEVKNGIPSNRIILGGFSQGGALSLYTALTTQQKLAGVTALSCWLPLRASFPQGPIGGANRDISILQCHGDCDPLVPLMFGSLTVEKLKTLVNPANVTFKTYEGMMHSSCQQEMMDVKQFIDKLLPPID
PAD4 FP inh: inhibitors of human PAD4. Q9UM07. recombinant PAD4, RCA probe fluorescence polarization. inhibition, % at 6.36 µM. 330,000 compounds, 0.41% hits;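 active = percent inhibition above a cutoff equal to the mean of all tested compounds plus 3 SD, cut at about 15% in these data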;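 note: 0% = PAD4 with RCA probe and DMSO and 100% = probe without PAD4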
EBNA-1 inhibitor: blocks EBNA-1 binding to DNA. EBNA-1 DNA binding, fluorescence polarization. 300,000 compounds, 0.34% hits. inhibition, % at 14.8 µM; in the data active = inhibition above about 28%
LYPLA2 inh: LYPLA2 (human) inhibition in PME1 counter-screen; O95372; recombinant LYPLA2, FP-Rh probe fluorescence polarization; inhibition, % at 5.9 µM; 320,000 compounds, 0.38% hits; AID 2177;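 active = inhibition above the screen-wide mean plus 3 SD, limit set per campaign, cut at about 26% in these data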;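 note: 0% = LYPLA2 with DMSO and 100% = wells lacking LYPLA2 enzyme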
Target sequence (O95372 whole entry, looked up): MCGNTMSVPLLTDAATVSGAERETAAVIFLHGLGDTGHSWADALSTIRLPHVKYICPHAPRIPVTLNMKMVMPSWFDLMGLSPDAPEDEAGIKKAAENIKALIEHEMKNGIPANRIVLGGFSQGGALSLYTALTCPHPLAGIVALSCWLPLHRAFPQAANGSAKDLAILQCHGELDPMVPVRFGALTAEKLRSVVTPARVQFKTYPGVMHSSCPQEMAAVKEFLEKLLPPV
PREPL inhibitor: inhibitors of human prolyl oligopeptidase-like enzyme PREPL; recombinant PREPL, fluorescence polarization activity-based probe; Q4J6C6; inhibition, % at 5.96 µM; 320,000 compounds, 0.68% hits; AID 2751; in the data active = inhibition above about 43%;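 note: 0% = enzyme with DMSO and 100% = wells lacking enzyme; many of its hits are not listed in these tables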
* = called active by the depositor. Not all compounds are listed; rates above refer to the full screens.

How did CCOc1ccc(N2CC(=O)Nc3ccccc3NCC2=O)cc1 do in these assays?
ZTA counter: 6; GSTO1 counter: 9; PAFAH2 inh: 0; PAFAH1B3 FP inh: 6; LYPLA1 inh: 3; PAD4 FP inh: -1; EBNA-1 inhibitor: 3; LYPLA2 inh: 4; PREPL inhibitor: 23

How did O=S(=O)(c1ccccc1)N1CCN(Cc2cc3c(cc2Br)OCCO3)CC1 do in these assays?
ZTA counter: 10; PAFAH2 inh: -2; PAFAH1B3 FP inh: 6; LYPLA1 inh: 0; PAD4 FP inh: 6; LYPLA2 inh: -8; PREPL inhibitor: 1

Results for O=C1CS/C(=N/N=C/c2ccccc2)N1c1ccc(O)cc1 ?
ZTA counter: 6; GSTO1 counter: 6; PAFAH2 inh: -5; PAFAH1B3 FP inh: 5; LYPLA1 inh: -4; PAD4 FP inh: -2; EBNA-1 inhibitor: 4; LYPLA2 inh: -1; PREPL inhibitor: 5

Results for COc1cc(C2C(C(C)=O)=C(O)C(=O)N2c2ccc(C)cc2)ccc1O (configuration not stated) ?
ZTA counter: 9; GSTO1 counter: 12; PAFAH2 inh: -1; PAFAH1B3 FP inh: 4; LYPLA1 inh: 0; PAD4 FP inh: -2; EBNA-1 inhibitor: -12; LYPLA2 inh: -4; PREPL inhibitor: -8

Results for Cc1ccnc2nc(C(=O)OCC(=O)c3c[nH]c4ccccc34)nn12 ?
ZTA counter: 13; GSTO1 counter: -3; PAFAH2 inh: -4; PAFAH1B3 FP inh: 8; LYPLA1 inh: -1; PAD4 FP inh: -8; EBNA-1 inhibitor: 0; LYPLA2 inh: -5; PREPL inhibitor: 3

How did COc1ccc(-c2nc(CSCC(=O)NC3CC3)c(C)o2)cc1OC do in these assays?
ZTA counter: 5; GSTO1 counter: 8; PAFAH2 inh: 3; PAFAH1B3 FP inh: 5; LYPLA1 inh: -4; PAD4 FP inh: 3; EBNA-1 inhibitor: 5; LYPLA2 inh: -7; PREPL inhibitor: -1

Results for O=C(CSc1ccc2nnc(CCNC(=O)c3ccccc3)n2n1)NC1CCCC1 ?
ZTA counter: -23; GSTO1 counter: -1; PAFAH2 inh: 3; PAFAH1B3 FP inh: -2; LYPLA1 inh: 1; PAD4 FP inh: -5; EBNA-1 inhibitor: 4; LYPLA2 inh: 3; PREPL inhibitor: 9

How did COC(=O)C1CCN(Cc2cn(-c3ccccc3)nc2-c2ccc3c(c2)OCO3)CC1 do in these assays?
ZTA counter: 2; GSTO1 counter: -1; PAFAH2 inh: -4; PAFAH1B3 FP inh: 7; LYPLA1 inh: -1; PAD4 FP inh: 0; EBNA-1 inhibitor: 4; LYPLA2 inh: -1; PREPL inhibitor: 8

Results for CC(=O)Nc1ccc(CN2CCCCCC2)cc1 ?
ZTA counter: -4; GSTO1 counter: 6; PAFAH2 inh: 2; PAFAH1B3 FP inh: 1; LYPLA1 inh: 3; PAD4 FP inh: 2; EBNA-1 inhibitor: 0; LYPLA2 inh: 6; PREPL inhibitor: 4

How did C=CCN1CCc2cc(O)c(O)cc2C(c2ccccc2)C1 (configuration not stated) do in these assays?
ZTA counter: 3; GSTO1 counter: 4; PAFAH2 inh: 5; PAFAH1B3 FP inh: 12; LYPLA1 inh: -1; PAD4 FP inh: -2; EBNA-1 inhibitor: 6; LYPLA2 inh: -1; PREPL inhibitor: 8

What do the screens show for `C[C@H](CO)N1C[C@H](C)[C@@H](CN(C)Cc2ccc(-c3ccccc3)cc2)Oc2c(NC(=O)Cc3ccccc3)cccc2C1=O`?
PAFAH2 inh: 12; PAFAH1B3 FP inh: -4; PAD4 FP inh: 0; PREPL inhibitor: 19

How did O=C(Nc1ccc(F)c(Cl)c1)Nn1cnnc1 do in these assays?
ZTA counter: 3; GSTO1 counter: 11; PAFAH2 inh: -6; PAFAH1B3 FP inh: 6; LYPLA1 inh: 1; PAD4 FP inh: 4; EBNA-1 inhibitor: -6; LYPLA2 inh: 8; PREPL inhibitor: 9

What do the screens show for `Brc1ccc(Sc2cnc3ccccc3n2)cc1`?
ZTA counter: -2; GSTO1 counter: -5; PAFAH2 inh: -5; PAFAH1B3 FP inh: -7; LYPLA1 inh: 0; PAD4 FP inh: -5; EBNA-1 inhibitor: 9; LYPLA2 inh: -6; PREPL inhibitor: 2

How did CCN(Cc1nc2ccccc2c(=O)[nH]1)C(=O)c1ccc(C)c(NC(=O)c2ccco2)c1 do in these assays?
ZTA counter: -10; PAFAH2 inh: -1; PAFAH1B3 FP inh: 4; LYPLA1 inh: 1; PAD4 FP inh: 2; LYPLA2 inh: 3; PREPL inhibitor: 6

What do the screens show for `O=C(c1ccc([N+](=O)[O-])cc1)N1CCN(c2cccc3[nH]ccc23)CC1`?
ZTA counter: -12; GSTO1 counter: -1; PAFAH2 inh: 0; PAFAH1B3 FP inh: -2; LYPLA1 inh: -1; PAD4 FP inh: 2; EBNA-1 inhibitor: -7; LYPLA2 inh: 3; PREPL inhibitor: 15

Results for O=C(NC1CCCCC1)c1cc(C(=O)c2ccccc2Br)c[nH]1 ?
ZTA counter: 16; GSTO1 counter: -2; PAFAH2 inh: 9; PAFAH1B3 FP inh: 10; LYPLA1 inh: 0; PAD4 FP inh: -2; EBNA-1 inhibitor: 10; LYPLA2 inh: 0; PREPL inhibitor: 0

What do the screens show for `CC(NC(=O)C1CCC(=O)N1Cc1ccccc1Cl)c1ccccc1` (configuration not stated)?
ZTA counter: -8; GSTO1 counter: 4; PAFAH2 inh: 2; PAFAH1B3 FP inh: 12; LYPLA1 inh: -2; PAD4 FP inh: -5; EBNA-1 inhibitor: -8; LYPLA2 inh: 2; PREPL inhibitor: 13

How did CCOC(=O)C1CCN(Cc2ccc(OCc3ccccc3)c(OC)c2)CC1 do in these assays?
ZTA counter: -3; GSTO1 counter: -1; PAFAH2 inh: 1; PAFAH1B3 FP inh: 9; LYPLA1 inh: 2; PAD4 FP inh: 0; EBNA-1 inhibitor: 1; LYPLA2 inh: 2; PREPL inhibitor: 13

Results for CCCCOC(=O)COc1ccc(Cl)cc1Cl ?
ZTA counter: -5; PAFAH2 inh: 2; PAFAH1B3 FP inh: -3; LYPLA1 inh: 1; PAD4 FP inh: 1; LYPLA2 inh: 2; PREPL inhibitor: -1

Results for CC(=O)c1c(-c2ccc(C)cc2)nc2c3ccccc3ccn12 ?
ZTA counter: -18; GSTO1 counter: 4; PAFAH2 inh: 0; PAFAH1B3 FP inh: 7; LYPLA1 inh: 4; PAD4 FP inh: -2; EBNA-1 inhibitor: -20; LYPLA2 inh: -6; PREPL inhibitor: -4

What do the screens show for `O=C(OCc1ccccc1F)c1cc([N+](=O)[O-])ccc1N1CCOCC1`?
ZTA counter: 9; GSTO1 counter: -2; PAFAH2 inh: 4; PAFAH1B3 FP inh: 4; LYPLA1 inh: -1; PAD4 FP inh: 1; EBNA-1 inhibitor: 5; LYPLA2 inh: 1; PREPL inhibitor: 7

How did CN(CC(=O)NCCc1ccc(S(N)(=O)=O)cc1)CC(=O)Nc1ccccc1Cl do in these assays?
ZTA counter: -2; PAFAH2 inh: 15; PAFAH1B3 FP inh: 11; LYPLA1 inh: 2; PAD4 FP inh: -4; LYPLA2 inh: -3; PREPL inhibitor: 2

Results for Cc1ccccc1S(=O)(=O)Cc1ccc(C(=O)NCCCN(C)Cc2ccccc2)o1 ?
ZTA counter: -6; GSTO1 counter: 2; PAFAH2 inh: 4; PAFAH1B3 FP inh: 10; LYPLA1 inh: 2; PAD4 FP inh: 2; EBNA-1 inhibitor: 2; LYPLA2 inh: 0; PREPL inhibitor: -92

What do the screens show for `CC(=O)Nc1nc(SCC(=O)Nc2nnc(C)s2)[nH]c(=O)c1NC(=O)c1cccs1`?
ZTA counter: 1; GSTO1 counter: 10; PAFAH2 inh: -4; PAFAH1B3 FP inh: 7; LYPLA1 inh: -3; PAD4 FP inh: -2; EBNA-1 inhibitor: -15; LYPLA2 inh: -3; PREPL inhibitor: -3

What do the screens show for `COc1ccc(NC(=O)C(=O)NCCN2CCN(C(=O)c3ccc(C(C)(C)C)cc3)CC2)cc1`?
ZTA counter: -13; GSTO1 counter: 1; PAFAH2 inh: 2; PAFAH1B3 FP inh: -2; LYPLA1 inh: 0; PAD4 FP inh: 4; EBNA-1 inhibitor: -12; LYPLA2 inh: 3; PREPL inhibitor: 7

How did CCNC(=S)N/N=C(\C)c1cccc([N+](=O)[O-])c1 do in these assays?
ZTA counter: 12; GSTO1 counter: -4; PAFAH2 inh: -4; PAFAH1B3 FP inh: -5; LYPLA1 inh: 1; PAD4 FP inh: 0; EBNA-1 inhibitor: -10; LYPLA2 inh: -2; PREPL inhibitor: -3

Results for C/C(CC(=O)Nc1ccccn1)=N\NC(=O)C(=O)Nc1cccc(C)c1 ?
ZTA counter: -12; GSTO1 counter: 1; PAFAH2 inh: 5; PAFAH1B3 FP inh: 8; LYPLA1 inh: -3; PAD4 FP inh: 2; EBNA-1 inhibitor: 0; LYPLA2 inh: 0; PREPL inhibitor: 3

What do the screens show for `COc1ccccc1NC(=O)c1ccc([N+](=O)[O-])cc1[N+](=O)[O-]`?
ZTA counter: 12; GSTO1 counter: 4; PAFAH2 inh: -10; PAFAH1B3 FP inh: 6; LYPLA1 inh: 3; PAD4 FP inh: -1; EBNA-1 inhibitor: -4; LYPLA2 inh: 9; PREPL inhibitor: 6

What do the screens show for `O=C(CNC(=O)c1ccco1)NCC(c1ccco1)N1CCCCC1` (configuration not stated)?
ZTA counter: 1; PAFAH2 inh: -5; PAFAH1B3 FP inh: 4; LYPLA1 inh: 0; PAD4 FP inh: -3; LYPLA2 inh: -1; PREPL inhibitor: 73*

What do the screens show for `CN1CCC(N(C)C(=O)COc2ccc(S(=O)(=O)N3CCOCC3)cc2)CC1`?
ZTA counter: -11; GSTO1 counter: 0; PAFAH2 inh: 6; PAFAH1B3 FP inh: -2; LYPLA1 inh: 5; PAD4 FP inh: -5; EBNA-1 inhibitor: -7; LYPLA2 inh: 10; PREPL inhibitor: 3

What do the screens show for `Nc1nc(-c2ccccn2)nc(N)c1Cc1ccccc1F`?
ZTA counter: -4; GSTO1 counter: 7; PAFAH2 inh: 6; PAFAH1B3 FP inh: 8; LYPLA1 inh: -3; PAD4 FP inh: 1; EBNA-1 inhibitor: 4; LYPLA2 inh: -7; PREPL inhibitor: 13

What do the screens show for `Cc1ccc(S(=O)(=O)N(C)C)cc1NC(=O)c1cc(C(C)(C)C)nn1Cc1ccccc1`?
ZTA counter: -1; GSTO1 counter: 7; PAFAH2 inh: -5; PAFAH1B3 FP inh: 3; LYPLA1 inh: -2; PAD4 FP inh: 2; EBNA-1 inhibitor: -3; LYPLA2 inh: -7; PREPL inhibitor: 0

What do the screens show for `CC(C)Cn1c(C(C)C)nc([N+](=O)[O-])c1Sc1ccc(Cl)cn1`?
ZTA counter: -7; GSTO1 counter: 4; PAFAH2 inh: 2; PAFAH1B3 FP inh: 7; LYPLA1 inh: 2; PAD4 FP inh: 4; EBNA-1 inhibitor: 0; LYPLA2 inh: 2; PREPL inhibitor: 10

2 compounds drawn at random from those above:
What do the screens show for `Nc1nc(-c2ccccn2)nc(N)c1Cc1ccccc1F`?
ZTA counter: -4; GSTO1 counter: 7; PAFAH2 inh: 6; PAFAH1B3 FP inh: 8; LYPLA1 inh: -3; PAD4 FP inh: 1; EBNA-1 inhibitor: 4; LYPLA2 inh: -7; PREPL inhibitor: 13

What do the screens show for `Cc1ccc(S(=O)(=O)N(C)C)cc1NC(=O)c1cc(C(C)(C)C)nn1Cc1ccccc1`?
ZTA counter: -1; GSTO1 counter: 7; PAFAH2 inh: -5; PAFAH1B3 FP inh: 3; LYPLA1 inh: -2; PAD4 FP inh: 2; EBNA-1 inhibitor: -3; LYPLA2 inh: -7; PREPL inhibitor: 0
